# Screening data: PubChem BioAssay, several laboratories
# Wnt act: activates Wnt/beta-catenin signaling in a reporter cell assay. activator, plate reader. activation, % at 9.35 µM. 300,000 tested, 1.2% active; in the data active means activation above about 30%, passing the limit was not always enough;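 further: 0% = neutral control wells and 100% = positive control wells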
# CAL PDZ FP: human CAL PDZ-peptide interaction inhibition | inhibition, % at 20 µM | purified CAL PDZ, TMR-peptide fluorescence polarization, 1 h | Q9HD26 | AID 504414 | 330,000 tested, 0.02% active;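 active means highest replicate inhibition of at least 40%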;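 further: plate controls were DMSO neutral control wells for no effect and unlabeled competitor peptide control wells for full effect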
#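 Read-out basis: mP drop reported as inhibition | Assay system: Tagged CAL PDZ protein CerCALP, purified | Benchmarks: Unlabelled peptide for full inhibition, DMSO wells as neutral | Schedule: 1 h incubation at room temperature before polarization reading | Buffer or medium: Sodium phosphate/NaCl buffer pH 7.4 with TCEP, IgG, Thesit | Doses: Single point, 20 µM | Measured by: Fluorescence polarization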
# E coli growth: reduces bacterial viability in AddAB counter-screen | E. coli V3065 growth, OD600 absorbance, 18 h | inhibition, % at 11.9 µM | 330,000 tested, 0.27% active | AID 449728;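 active means inhibition above the campaign's mean inhibition across all tested compounds plus 3 SD, cut at about 9.9% in these data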;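 further: uninfected addAB+ strain grown without phage in ampicillin broth; 0% = DMSO wells and 100% = ciprofloxacin 0.95 µg/ml wells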
# DAGLB inhibitor: blocks human DAGLB lipase activity; Q8NCG7; HEK293T DAGLB membrane lysate, EnzChek fluorogenic substrate; inhibition, % at 5.17 µM; 340,000 tested, 0.059% active; in the data active means inhibition above about 34%;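 further: 0% = enzyme with vehicle and 100% = wells lacking enzyme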
# Target sequence (Q8NCG7 whole entry, looked up): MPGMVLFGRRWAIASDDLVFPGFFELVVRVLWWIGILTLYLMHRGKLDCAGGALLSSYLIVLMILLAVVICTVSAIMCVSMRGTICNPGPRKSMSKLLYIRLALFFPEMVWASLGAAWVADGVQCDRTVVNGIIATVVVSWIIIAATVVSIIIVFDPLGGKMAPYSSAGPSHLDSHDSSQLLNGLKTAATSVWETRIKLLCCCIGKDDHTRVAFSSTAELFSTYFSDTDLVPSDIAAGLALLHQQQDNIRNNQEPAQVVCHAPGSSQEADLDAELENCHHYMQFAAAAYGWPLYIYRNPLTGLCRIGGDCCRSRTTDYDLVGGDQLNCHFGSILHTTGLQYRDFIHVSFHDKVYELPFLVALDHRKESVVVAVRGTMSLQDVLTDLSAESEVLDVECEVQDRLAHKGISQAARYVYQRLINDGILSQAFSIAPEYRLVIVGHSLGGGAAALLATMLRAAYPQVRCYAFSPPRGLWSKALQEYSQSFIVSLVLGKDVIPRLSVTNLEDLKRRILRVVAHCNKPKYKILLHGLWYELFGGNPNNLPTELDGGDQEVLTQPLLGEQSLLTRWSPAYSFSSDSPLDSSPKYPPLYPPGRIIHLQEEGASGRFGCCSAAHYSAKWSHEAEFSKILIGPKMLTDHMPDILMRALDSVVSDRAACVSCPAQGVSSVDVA
# PfHsp90 yeast 2: reduces growth (ATP signal) of yeast expressing P. falciparum Hsp90 | S. cerevisiae expressing PfHsp90, BacTiter-Glo ATP, 48 h; yeast lacking PDR1 and PDR3 efflux regulators | inhibition, % at 9.4 µM | 310,000 tested, 0.32% active;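 active means every replicate shows inhibition above about 80%, whatever the replicate mean, limit read from the data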;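 further: 0% = DMSO neutral controls and 100% = 20 µM radicicol positive controls; yeast relying on Plasmodium falciparum Hsp90 in place of its own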
# phage Ecoli inh: E. coli growth loss with phage present. growth absorbance. inhibition, % at 11.9 µM. 360,000 tested, 0.26% active; in the data active means inhibition above about 11%
# Tat export inh: E. coli Tat transport inhibition; E. coli MC4100 TorA-mCherry Tat export, fluorescence; inhibition, % at 10 µM; 340,000 tested, 0.036% active; AID 488895;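 active means mean replicate inhibition at least 50% and at least half of replicates individually reaching 50%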;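 further: exported cargo escapes ClpAP degradation while cytoplasmic cargo is degraded and loses fluorescence; 0% = median of neutral control wells and 100% = median of NaSCN control wells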
# Rtt109 Vps75: inhibitors of Candida albicans Rtt109/Vps75 histone acetyltransferase | Q5AAJ8 | purified Rtt109/Vps75, ThioGlo CoA-SH fluorescence, 4 h | inhibition, % at 34.9 µM | 330,000 tested, 0.16% active;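 active means inhibition of at least 50% in every replicate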
# Target sequence (Q5AAJ8 whole entry, looked up): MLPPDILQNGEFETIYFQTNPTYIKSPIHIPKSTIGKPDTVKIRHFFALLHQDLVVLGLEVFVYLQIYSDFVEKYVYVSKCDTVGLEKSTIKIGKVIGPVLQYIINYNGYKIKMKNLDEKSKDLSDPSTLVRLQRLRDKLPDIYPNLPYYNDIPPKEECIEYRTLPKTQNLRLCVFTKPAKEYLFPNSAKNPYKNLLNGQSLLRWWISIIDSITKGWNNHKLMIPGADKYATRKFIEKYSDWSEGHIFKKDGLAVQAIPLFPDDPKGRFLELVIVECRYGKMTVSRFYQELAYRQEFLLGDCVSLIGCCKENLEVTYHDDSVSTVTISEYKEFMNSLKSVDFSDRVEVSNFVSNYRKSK
# PvdQ inh: P. aeruginosa PvdQ acylase inhibition | purified PvdQ acylase, fluorescence plate reader | inhibition, % at 10 µM | 340,000 tested, 0.063% active; in the data active means inhibition above about 30%, passing the limit was not always enough;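 further: 0% = vehicle neutral wells and 100% = reference inhibitor wells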
# AddAB inh: less growth of phage-infected E. coli with AddAB; inhibition, % at 11.9 µM; E. coli expressing H. pylori AddAB, absorbance growth; 330,000 tested, 0.29% active; in the data active means inhibition above about 12%;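 further: 0% = vehicle wells of infected cells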
# * = called active by the depositor; x = no result given. Rows were taken by chance; 1.9% or so of the library scored in one or more.
SMILES,Wnt act,CAL PDZ FP,E coli growth,DAGLB inhibitor,PfHsp90 yeast 2,phage Ecoli inh,Tat export inh,Rtt109 Vps75,PvdQ inh,AddAB inh
COc1ccc(OC)c(C2C(C(C)=O)=C(O)C(=O)N2Cc2cccnc2)c1 (stereo unspecified),-4,-1.7,2.4,2,3,2.7,2,-3,-9,2.2
CC1(C)NC(=O)N(CC(O)CNC23CC4CC(CC(C4)C2)C3)C1=O (stereo unspecified),-7,-0.7,0.0,-4,5,3.1,-3,-1,-2,-0.2
O=[N+]([O-])c1cc(S(=O)(=O)N2CCOCC2)ccc1N1CCCC1,-2,-0.2,-1.5,0,-8,4.0,11,4,-7,4.7
CCC(=O)Nc1cc(-c2nn(C)c(=O)c3ccccc23)ccc1OC,x,-2.3,-1.4,1,-21,-2.0,-3,-6,-5,1.4
CCCn1nnnc1NCc1ccc(N(CC)CC)cc1,14,0.3,0.3,1,-1,3.3,-1,-2,0,1.2
COc1ccc(Nc2nc(OC)nc(N3CCOCC3)n2)cc1,0,-0.2,2.0,-2,-19,5.1,1,7,8,0.4
CC(C)C[C@@]12C(=O)N(c3cccc(Cl)c3)C(=O)N1[C@H](c1ccc(Cl)cc1)[C@@H]1C(=O)N(C3CCCCC3)C(=O)[C@@H]12,-2,-0.8,-2.9,-4,-26,4.1,3,-7,-7,2.8
Cn1cc(/C=N\NC(=O)c2cccs2)c2ccccc21,x,-1.4,0.9,3,1,3.2,1,-9,-6,0.9
CCOC(=O)CC1(NC(=O)c2cc(COc3ccc(F)c(F)c3)on2)CCCCC1,-1,-2.7,2.1,-9,19,0.6,13,3,3,2.4
CCCC(=O)Nc1cccc(Oc2nc(C)cc(C)c2C#N)c1,-1,-0.9,-0.2,3,1,4.7,-12,0,3,0.2
CC(Sc1nn(-c2ccccc2)c(=S)s1)C(=O)NCC1CCCO1 (stereo unspecified),-1,-0.2,-2.1,-1,x,-0.1,-3,-2,-21,-2.4
COc1ccc(NS(=O)(=O)c2cc(NC(=O)c3cc(F)c(F)cc3Cl)ccc2N2CCOCC2)cc1,-4,-1.5,0.0,-2,x,3.5,-8,13,-1,1.3
COc1ccccc1N1CCN(S(=O)(=O)CCNC(=O)c2ccc(Br)o2)CC1,-1,-0.8,0.5,0,2,3.5,-8,8,6,5.5
Cc1cc(=O)oc2cc(NC(=O)C(C)N3C(=O)C4CCCCC4C3=O)ccc12 (stereo unspecified),-1,-1.0,1.4,1,20,0.5,-3,-3,-10,4.1
Cc1ccc(CCNC(=O)C2CCN(S(=O)(=O)N3CCCC3)CC2)cc1,x,-1.6,-0.2,2,1,1.1,-6,4,-8,2.0
FC(F)(F)c1cc(-c2ccco2)nc(NCCc2ccccc2)n1,10,-0.5,-4.4,-11,9,5.7,-17,6,10,0.0
CC(Sc1nc(-c2ccc(F)cc2)cs1)C(=O)Nc1ccc(Cl)cn1 (stereo unspecified),x,0.7,1.1,-1,-6,5.3,6,7,-2,-0.3
S=c1[nH]nc(-c2ccncc2)n1/N=C/c1cn(-c2ccccc2)nc1-c1ccccc1,37*,x,1.6,x,x,4.3,x,x,x,2.7
COCCn1c(=NC(=O)c2nc3ccccc3s2)sc2cc(S(C)(=O)=O)ccc21,x,-4.5,1.2,4,-15,2.8,-13,-4,-9,1.9
CC(=O)Nc1ccc(S(=O)(=O)NNC(=O)COc2cccc3ccccc23)cc1,x,-0.7,-0.7,0,5,4.5,12,7,6,4.7
CCC(=O)Nc1ccc(NC(=O)CSc2nnnn2Cc2ccccc2)cc1C,0,-2.6,x,0,-33,1.2,7,1,-14,x
O=C(COC(=O)/C=C/c1cccc(Cl)c1)NCCc1ccccc1,-3,0.3,0.3,-3,0,4.3,-1,-12,-6,3.7
CCN(CC)S(=O)(=O)c1ccc(OC)c(NC(=O)c2cn(CC)c3nc(C)ccc3c2=O)c1,1,0.2,3.3,0,5,1.3,-4,-4,-3,5.3
COc1ccc(C(CC(=O)NCc2ccccc2)Sc2n[nH]c(-c3ccccc3)n2)cc1 (stereo unspecified),x,-3.6,-0.3,-1,-10,2.9,4,0,-2,1.9
CCOC(=O)c1sc(NC(=O)c2cc(-c3ccc(C)cc3)nc3ccccc23)c(C#N)c1C,x,0.7,0.1,1,-24,2.5,-7,11,-7,2.1
SMILES,Wnt act,CAL PDZ FP,E coli growth,DAGLB inhibitor,PfHsp90 yeast 2,phage Ecoli inh,Tat export inh,Rtt109 Vps75,PvdQ inh,AddAB inh
COc1ccc(CCNC(=O)CSc2nc(C)cc(C)n2)cc1OC,0,-3.1,-1.6,4,25,4.1,-7,-1,-6,0.5
CNC(=S)N1CCC(n2cnc3ccccc32)CC1,-16,x,0.4,2,-2,3.0,-7,-5,4,1.9
Cc1cc(C)n(-c2nc3ccccc3c(=O)n2OCC(=O)Nc2c(C)cccc2C)n1,-2,-1.7,-0.6,-4,-35,-1.6,-2,6,-14,2.4
O=C1OC(c2ccccc2)=C/C1=C/N1CCCCC1,2,-2.0,0.6,2,-14,0.4,-1,3,-4,-0.7
Cc1cccnc1NC(=O)CNC(=O)COc1ccccc1,13,-0.2,1.9,1,-16,0.9,3,-6,-6,-1.2
COc1ccc(OCC(=O)NNC(=S)NC(=O)c2ccc(Br)o2)cc1,-1,-3.0,-8.2,6,11,-7.4,0,-6,-12,-5.6
COc1ccc2cc(C(=O)Nc3ccc(Cl)cc3)sc(=O)c2c1OC,1,-3.6,-2.9,3,1,2.9,0,-6,-5,0.3
CC(C)Cn1c(/C=C/c2ccco2)nc2ccccc21,3,-1.5,0.3,4,11,3.1,-3,0,-4,0.3
CCOc1ccc2nc(SCC(=O)NC3CCS(=O)(=O)C3)[nH]c2c1 (stereo unspecified),-2,-0.2,1.0,2,-24,1.0,-2,9,-9,0.3
CCOc1cc(N2CCOCC2)c(OCC)cc1NC(=O)[C@H](C)NC(=O)c1ccco1,-3,-2.9,-1.2,1,-18,-3.1,-3,-13,-8,0.3
CC(=O)c1cccc(NC(=O)/C(=C\c2cccnc2)NC(=O)c2ccccc2)c1,-2,-1.6,-2.1,-1,9,1.5,2,-1,-15,-0.7
N#CCCCCn1ccc(NC(=O)c2ccc(Cl)cc2O)n1,2,-1.5,1.4,-2,2,1.1,-2,-6,6,4.0
CC(=O)N1N=C(c2ccco2)CC1c1ccco1 (stereo unspecified),1,0.3,x,-2,5,-0.8,-14,-4,-16,x
CC(C)[C@H](NC(=O)c1ccccc1)C(=O)OCC(=O)Nc1ncc(Cl)cc1Cl,-3,0.1,-0.9,-2,-7,3.2,2,3,-12,-1.1
COc1ccc(NC(C)=O)cc1NC(=O)C1CCCN1C(=O)c1cccs1 (stereo unspecified),-1,-0.6,x,0,x,4.1,-3,-5,-12,x
COc1cccc(-c2cc(C(=O)N3C(C)CCCC3C)no2)c1 (stereo unspecified),x,-2.8,0.2,-4,x,0.2,2,12,-4,0.9
O=C(c1ccccc1)c1ccc(OCC(O)CN2CCN(Cc3ccccc3)CC2)cc1 (stereo unspecified),x,-0.2,0.1,0,0,1.9,9,10,-5,0.2
CCCc1cc(C(=O)N/N=C/c2cccn2C)cs1,16,-2.1,1.0,1,-11,-0.2,-14,21,-9,0.6
CCC(CC)C(=O)Nc1nnc(S(=O)(=O)N(CC)c2ccc(OC)cc2)s1,-1,-0.9,x,2,-26,-0.4,-3,-1,-17,x
Cc1ccnc(NS(=O)(=O)c2ccc(NC(=O)C3COc4ccccc4O3)cc2)n1 (stereo unspecified),0,-1.6,3.0,1,-21,2.8,3,x,-4,1.6
Cc1cccc(N2CCN(S(=O)(=O)c3cc(-c4cc(C)no4)ccc3C)CC2C)c1 (stereo unspecified),-9,-2.2,-0.6,-8,13,1.4,8,-2,-11,-0.6
CCOc1cc(N2CCOCC2)c(OCC)cc1NC(=O)CCC1CCCC1,-6,x,-1.1,-1,13,0.6,-5,-9,-9,2.4
O=S(=O)(Nc1cc(C(F)(F)F)ccc1N1CCOCC1)c1ccc2ccccc2c1,x,-0.4,-1.3,-1,x,1.4,-4,-4,-2,0.3
S=c1[nH]nc(-c2ccco2)n1/N=C/C=C/c1ccccc1,1,0.0,-0.1,3,5,0.9,-5,3,-9,0.0
COc1ccc(-c2ccc(-c3noc(-c4ccco4)n3)c(OC)n2)cc1,4,-1.1,0.3,-7,-5,2.0,7,-3,-14,2.1

# Complete entries from above. Order of values: Wnt act	CAL PDZ FP	E coli growth	DAGLB inhibitor	PfHsp90 yeast 2	phage Ecoli inh	Tat export inh	Rtt109 Vps75	PvdQ inh	AddAB inh
# Listed for `COc1ccc(NC(C)=O)cc1NC(=O)C1CCCN1C(=O)c1cccs1` (stereo unspecified) = -1	-0.6	x	0	x	4.1	-3	-5	-12	x
# Listed for `N#CCCCCn1ccc(NC(=O)c2ccc(Cl)cc2O)n1` = 2	-1.5	1.4	-2	2	1.1	-2	-6	6	4.0
# Listed for `Cc1ccnc(NS(=O)(=O)c2ccc(NC(=O)C3COc4ccccc4O3)cc2)n1` (stereo unspecified) = 0	-1.6	3.0	1	-21	2.8	3	x	-4	1.6
# Listed for `CCOc1cc(N2CCOCC2)c(OCC)cc1NC(=O)[C@H](C)NC(=O)c1ccco1` = -3	-2.9	-1.2	1	-18	-3.1	-3	-13	-8	0.3

# The list goes on.
SMILES,Wnt act,CAL PDZ FP,E coli growth,DAGLB inhibitor,PfHsp90 yeast 2,phage Ecoli inh,Tat export inh,Rtt109 Vps75,PvdQ inh,AddAB inh
CCCCCCSc1ccc(-c2nc3cnccn3c2NCCCC)cc1,-8,0.0,-2.5,-4,34,4.0,-12,-51,-10,1.6
CS(=O)(=O)c1cnc(-c2ccccc2)nc1Oc1ccc(F)cc1,x,-1.3,2.7,0,-59,-0.4,6,-25,-9,2.7
CC1CCN(CCCNC(=O)C2CC(=O)N(C3CCCCCC3)C2)CC1 (stereo unspecified),x,0.2,1.8,-1,-3,2.1,-8,-2,3,1.9
COc1ccc(OCCN2CCOCC2)cc1,0,-0.3,-3.4,-1,20,0.4,-1,-2,-18,-0.3
Cc1nnc(-c2cnn(C)c2N)n1Cc1ccc2c(c1)OCO2,1,0.2,3.2,-5,3,0.3,-5,6,5,0.3
O=C(CN1CCCC1)N1c2ccccc2Sc2ccccc21,x,-1.4,-3.5,2,x,4.3,-3,4,-7,0.2
C(COC1CC2CC1C1C2CC2OC21)OC1CC2CC1C1C2CC2OC21 (stereo unspecified),-3,-1.5,x,-2,-13,1.0,5,-2,11,x
CCC(C)(C)NC(=O)C(c1ccncc1)N(C(=O)c1sc(C)nc1C)c1ccc(F)cc1 (stereo unspecified),1,-0.7,3.9,0,-14,2.5,-5,-1,-5,1.6
Cc1ccc(NC(C)C(=O)N/N=C/c2ccc([N+](=O)[O-])s2)cc1 (stereo unspecified),3,0.2,-0.6,-4,-19,1.0,-4,3,-21,1.4
COc1cc(NC(=O)N[C@@H](Cc2ccccc2)C(=O)O)cc(OC)c1,-2,-0.7,-0.9,-1,10,4.1,-16,16,-17,-0.2
O=C(CCCCCCCC(=O)N1CCCC1)N1CCCC1,4,-0.2,x,-1,-6,1.6,6,7,2,x
Cc1cc(C(=O)Nc2cccc3c2O[C@@H](CN(C)S(=O)(=O)c2ccccc2)[C@H](C)CN([C@@H](C)CO)C3=O)n(C)n1,-3,0.1,-1.0,0,7,2.1,1,5,-19,4.6
CC1Cc2ccccc2N1c1ncnc2nc[nH]c12 (stereo unspecified),-2,0.0,-2.3,0,-65,x,9,7,-11,-1.5
Cc1ccc(S(=O)(=O)N2CCC(C(=O)N3CCC[C@H]3C(=O)NCc3ccco3)CC2)cc1,-3,-0.2,-0.6,0,-1,0.9,-1,-5,7,1.1
